Bioassay records from PubChem.
NALP1 inh: NALP1 inhibition. S. cerevisiae NALP1/ASC/caspase-1 growth, X-gal OD620, 72 h. inhibition, % at 10 µM. 0.61% of 280,000 active. AID 2071; in the data active = inhibition mostly above about 24%, no sharp cut-off; inactive = mostly below about 32%; also: some compounds called inactive have numbers as strong as hits
IDE inh: inhibitors of human insulin-degrading enzyme in cells | P14735 | HEK cells, FAbetaB cleavage, fluorescence polarization | inhibition, % at 5.59 µM | 0.41% of 320,000 active | AID 434962;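 active = percent inhibition above the average of all tested compounds plus 3 SD, set per screening campaign, cut at about 16% in these data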;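 also: IDE supplied by intact live HEK cells; FP after avidin binding of uncleaved biotin substrate so inhibition keeps polarization high; 0% = DMSO wells and 100% = 60 µM reference IDE inhibitor Ii1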
MEKK2mut PB1 HTS: signal of MEK5 binding to mutant human MEKK2 PB1 domain; bead flow cytometry, Alexa488-MEK5 binding to MEKK2 mutant; percent response, % at 10 µM; 0.35% of 290,000 active; AID 1530; in the data active = percent response above about 24%, passing the limit was not always enough; also: inactives centre near 1; some results filed as inactive read as strong as hits; reference of the scale not given here
UBC9 SUMO inh: inhibitors of human SUMOylation (UBC9) | P63279 | HTRF SUMOylation assay, SAE1/SAE2 + UBC9, in vitro | inhibition, % at 35 µM | 0.36% of 290,000 active | AID 2006; in the data active = inhibition above about 50%, passing the limit was not always enough; also: strong numbers were not always called active
Target sequence (P63279 whole entry, looked up): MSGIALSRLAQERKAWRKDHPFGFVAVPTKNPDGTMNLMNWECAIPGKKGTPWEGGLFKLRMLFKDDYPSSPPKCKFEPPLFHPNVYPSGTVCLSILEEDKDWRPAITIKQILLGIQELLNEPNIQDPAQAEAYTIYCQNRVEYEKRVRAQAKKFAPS
pCIP destab: compounds decreasing mouse p/CIP protein stability | Q05BA5 | 0.01% of 290,000 active | F442A p/CIP-EGFP cells, EGFP fluorescence, 16 h | decrease of EGFP signal, % at 10 µM | AID 1984;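 active = EGFP signal decrease of at least 30% at 10 µM or well 3 SD below plate mean, unless failing retest; inactive = the rest, including hits failing retest or dose response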; also: some compounds called inactive have numbers as strong as hits; many of its hits are not listed in these tables
IDE cell activ: IDE (human) activation, cell-based | 0.073% of 340,000 active | activation, % at 5.96 µM | HEK cells, FAbeta-B cleavage, fluorescence polarization; 0% vehicle, 100% cell-free pure enzyme wells | AID 493087 | P14735;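 active = activation above the mean of all tested compounds plus 3 SD, set per screening campaign, cut at about 17% in these data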
MEKK2wt PB1 HTS: raises or lowers MEK5 binding to wildtype human MEKK2 PB1 domain. bead flow cytometry, Alexa488-MEK5 binding to MEKK2 WT; actives lie on both sides. binding response (% of control), % at 10 µM. 1.1% of 290,000 active. Q9Y2U5; in the data active = binding response below about 67% or above about 130%
PfM18AAP inh: blocks P. falciparum M18 aspartyl aminopeptidase | 1.2% of 290,000 active | AID 1822 | inhibition, % at 7.35 µM | recombinant PfM18AAP, H-Glu-NHMec fluorogenic cleavage;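 active = inhibition above the campaign mean inhibition over all tested compounds plus 3 SD, cut at about 28% in these data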;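 also: 0% = plate median of test compound wells and 100% = 2 mM ZnCl2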
MEKK3 PB1 HTS: MEKK3-MEK5 PB1 interaction, increase or decrease; bead-based flow cytometry, Alexa488-MEK5 binding to MEKK3; actives lie on both sides; 0 = blocked by unlabeled MEK5, 100 = vehicle; AID 1529; Q99759; binding response (% of control), % at 10 µM; 1.4% of 290,000 active;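 active = binding response more than 3 SD above or below the average of its plate-row segment, actives on both sides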;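 also: Alexa488 bead fluorescence after subtracting the streptavidin-only scavenger bead signal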
Target sequence (Q99759 whole entry, looked up): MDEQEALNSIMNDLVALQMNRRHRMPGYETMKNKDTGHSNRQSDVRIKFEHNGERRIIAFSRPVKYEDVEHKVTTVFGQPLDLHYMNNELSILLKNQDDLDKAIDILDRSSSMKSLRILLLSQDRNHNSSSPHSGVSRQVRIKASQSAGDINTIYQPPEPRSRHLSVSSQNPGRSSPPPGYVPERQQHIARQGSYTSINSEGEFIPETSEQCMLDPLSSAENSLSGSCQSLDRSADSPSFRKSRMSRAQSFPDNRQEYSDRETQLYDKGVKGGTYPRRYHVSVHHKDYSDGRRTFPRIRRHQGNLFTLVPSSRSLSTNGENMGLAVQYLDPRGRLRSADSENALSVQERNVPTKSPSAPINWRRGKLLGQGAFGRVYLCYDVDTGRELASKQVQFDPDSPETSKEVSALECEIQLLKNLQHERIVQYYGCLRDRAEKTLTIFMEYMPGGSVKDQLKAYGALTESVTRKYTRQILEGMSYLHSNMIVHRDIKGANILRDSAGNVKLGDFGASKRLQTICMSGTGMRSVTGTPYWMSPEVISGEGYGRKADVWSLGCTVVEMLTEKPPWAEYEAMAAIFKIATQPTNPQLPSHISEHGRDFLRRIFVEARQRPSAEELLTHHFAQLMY
* marks the source's active call; other numbers are inactive results; · = not tested or not shown; & = joins results of further samples.

canonical_smiles	PfM18AAP inh	IDE cell activ	UBC9 SUMO inh	IDE inh	NALP1 inh	MEKK2wt PB1 HTS	pCIP destab	MEKK2mut PB1 HTS	MEKK3 PB1 HTS
CCC(C)NC(=O)CN1C(=O)CSc2ccc(S(=O)(=O)N3CCCC3)cc21 (stereo not given)	3	3	·	-2	17	89	-5	-16	86
O=C(NCCn1ccc2ccccc21)c1ccc(S(=O)(=O)N2CCCCC2)cc1	2	0	-11	-1	·	111	-4	8	112
CCN(CC)CCN1C(=O)C(=O)/C(=C(/O)c2c(C)[nH]c(C(=O)OC)c2C)C1c1ccco1 (stereo not given)	6	0	20	3	9	119	-6	16	111
CCOc1cc(N2CCOCC2)c(OCC)cc1NC(=O)C(C)C	7	1	5	1	·	99	1	-1	101
CCCNc1cc(=O)n(C)c(=O)n1C	-4	7	15	-2	16	104	-5	2	104
CN(C)CCOCCOc1ccc(Cl)cc1C(C)(C)C	-3	1	-11	5	9	111	-6	4	98
Cc1ccc(-c2cc(C(=O)NCc3ccccn3)c3ccccc3n2)cc1	6	4	15	1	37	102	-15	9	102
Cc1nn(-c2ccccc2)c(N)c1Sc1ccc([N+](=O)[O-])cc1	-3	-2	-4	7	21	101	-1	-1	129
CCOC(=O)c1nnc(-c2ccc(C)cc2)nc1N1CCSCC1	8	4	3	2	7	97	-5	-5	99
CC(=O)Nc1nonc1-c1nc2ccccc2n1CCC#N	-1	-1	32	3	7	99	-42	1	99
C/C(=N/OC(=O)c1cccc(Cl)c1)c1nccs1	-3	2	-7	-1	8	98	-3	-3	101
CCOC(=O)C(=NC(C)(C)C)NNc1cc(Cl)ccc1Cl	1	-3	-24	-1	25	114	-6	5	111
Cc1ccc2c(c1)CCCN2C(=O)c1ccc2c(c1)OCO2	0	1	-6	2	29	98	-14	-2	99
O=C(O)c1cc(-c2ccc(/C=N/Nc3ccc([N+](=O)[O-])cn3)o2)ccc1Cl	11	4	6	·	-11	102	4	-5	108
C=Cc1ccc2c(c1)N(C)C(=C)S2	47*	-7	10	9	-10	104	-4	-1	111
CCc1sc(C(=O)NCc2cc(C)n(C)n2)cc1Br	1	3	15	0	0	108	-3	6	108
CCCC(=O)NC(Nc1c(C)n(C)n(-c2ccccc2)c1=O)C(Cl)(Cl)Cl (stereo not given)	3	3	4	7	17	112	-1	9	105
COC(=O)CCCN=C1SCCN1Cc1ccccc1	-12	3	4	-2	13	96	-6	-2	99
O=C(Nc1nnc(SCc2ccccn2)s1)C1CC(=O)N(c2ccc(F)cc2)C1 (stereo not given)	5	5	2	3	-1	105	-12	7	100
NC(=O)c1ccc(NC(=O)COC(=O)CC(NC(=O)c2ccccc2Cl)c2ccccc2)cc1 (stereo not given)	1	2	-8	3	28	102	0	0	102
COc1ccc(Nc2cc(Nc3ccccc3)ncn2)cc1	-1	-1	30	3	21	103	4	8	104
Cc1cc(C)nc(-n2nc(C)cc2NC(=O)CNC(C)c2ccccc2)n1 (stereo not given)	6	1	17	-5	14	102	-12	5	103
COc1cc(NC(=O)CSc2nc3c(c(=O)n(C)c(=O)n3C)n2C)cc(OC)c1	-3	0	-7	3	5	100	-1	4	104
COc1ccc(CNC(=O)c2sc(=S)n(-c3ccc(OC)cc3)c2N)cc1	4	4	-10	5	4	100	-3	2	103
NC(=O)C(C(=O)/C=C/c1ccc(Cl)cc1)=C1SCCS1	-2	-6	22	-3	·	95	2	1	95
COc1cc(NC(=O)c2ccccc2)ccc1NC(=O)Cc1ccccc1	-5	5	16	-6	1	114	-10	11	110
COc1ccc(C(=O)C[n+]2ccc(C)cc2)cc1	-9	-4	8	4	18	103	-8	0	134*
O=C1C2C3C=CC(CC3)C2C(=O)N1c1ccc2c(c1)OCO2 (stereo not given)	-9	11	4	5	2	108	0	8	99
O=[N+]([O-])c1ccc(/C=N/NC(=S)Nc2ccccc2)o1	2	3	13	1	11	107	-13	2	106
O=C(Nc1ccc(F)cc1)c1ccc2[nH]c(=O)c(=O)[nH]c2c1	2	4	14	5	24	104	-2	1	104
COC(OC)c1ccnc(-c2ccc(OC(=O)c3ccc(F)cc3)cc2)n1	-2	-5	4	-3	-6	96	7	-1	100
CCOc1cc(CNCCCN2CCOCC2)cc(Br)c1OCC(=O)Nc1cccc(C(F)(F)F)c1	-5	1	8	0	22	162*	-8	31*	103
COc1cccc(CN(C)CC(=O)Nc2ccccc2N2CCOCC2)c1OC	-17	1	6	1	14	108	-15	-2	98
O=C(NC1CCC(c2ccccc2)CC1)c1cccnc1 (stereo not given)	-1	1	2	-3	13	97	-8	-3	99
CCOC(=O)C1(CCOC)CCN(CC(C)Cc2ccc3c(c2)OCO3)CC1 (stereo not given)	-4	3	6	6	8	109	-2	9	107
CC1CCc2sc(C(=O)NN=C3CCC(c4ccccc4)CC3)cc2C1 (stereo not given)	-6	3	0	2	6	92	14	-3	93
CCOc1ccc(OCC)c(NC(=O)CN2CCC(NC(=O)c3cccc(F)c3)CC2)c1	0	3	0	0	20	95	4	-3	97
O=C(Nc1ccncc1)C1CCCN(S(=O)(=O)c2cccc3cccnc23)C1 (stereo not given)	4	3	9	3	20	94	-6	-2	96
O=C(COc1ccc(F)cc1Cl)N(Cc1nnc(-c2ccccc2Cl)o1)C1CC1	0	11	0	-1	11	83	5	-10	91
CC1Cc2cc(/C(O)=C3/C(=O)C(=O)N(CCN4CCOCC4)C3c3cccc(Cl)c3)ccc2O1 (stereo not given)	-12	-1	19	-4	0	108	-8	12	106
O=C(CN1CCN(Cc2ccccc2)CC1)N1CCCCCC1	-1	3	10	-1	-10	103	8	5	101
Cc1ccc2nc(SCC(=O)N3CCCC3)[nH]c2c1	-2	9	2	4	21	82	6	-18	76
Cc1oc(-c2ccccc2)nc1CS(=O)CC(=O)NC1CCCC1 (stereo not given)	0	3	7	1	-10	100	-2	2	101
CC1=C(C(=O)Nc2cccc(C(=O)NC(C)C)c2)SCCO1	0	5	-9	0	30	104	-7	0	104
CCOC(=O)CNC(=O)c1c2c(nc3ccccc13)CCCC2	-13	1	-23	2	17	105	4	3	102
NC(=O)N1c2ccccc2CC(=O)c2ccccc21	5&2	7	9&7	5	-4&-6	110&98	-3&0	5&-2	83&99
COc1ccc(C2(C(=O)NCc3ccco3)CCCC2)cc1OC	5	1	-15	0	-1	111	0	4	110
CCCc1nc(NCc2ccncc2)c2nnn(Cc3ccccc3F)c2n1	-7	2	-44	5	6	104	-10	4	107
O=C(Nc1cccc(C(F)(F)F)c1)c1cccnc1NCCO	-5	6	2	-1	-15	109	-3	9	108
CCCc1nnc(NC(=O)c2ccc([N+](=O)[O-])cc2)s1	0	1	3	5	9	90	8	-7	90
OCCC1CN(Cc2cccn2-c2cccnc2)CCN1C1CCCCC1 (stereo not given)	-1	4	-10	3	8	88	-7	-8	91
COC(=O)c1ccc(COc2cccc3c2CCN(Cc2ccccc2)C3=O)o1	0	-6	-16	-6	30	108	4	12	102
CC1CCCC(C)N1CC(O)Cn1c2ccccc2c2ccccc21 (stereo not given)	3	2	0	2	9	119	-14	15	111
CC1(C)C(c2ccccc2)=[N+]([O-])C2(CCCCC2=O)N1O (stereo not given)	15	1	8	2	-13	105	-4	3	108
O=c1[nH]c(C2CCN(S(=O)(=O)c3ccc(S(=O)(=O)NC4CC4)cc3)CC2)nc2c1nnn2Cc1cccc(F)c1	-12	-3	6	1	10	107	-18	2	108
Cc1ccc(C)c(NC(=O)C2CCCN2S(=O)(=O)c2ccc3c(c2)n(C)c(=O)c(=O)n3C)c1 (stereo not given)	2	6	9	0	15	99	-2	-4	108
O=C(COC(=O)C1CCC1)Nc1ccc(Oc2ccccc2)cc1	-2	4	0	3	6	88	-1	-7	82
Cc1cc(NC(=O)CSc2nc3ccccc3c(=O)n2Cc2ccc(F)cc2)no1	3	1	15	-8	18	91	-7	-4	97
COc1ccc(NS(=O)(=O)NC(=O)c2c[nH]c3ccccc23)cc1	8	1	-2	0	23	104	-3	3	101
CCCCNC(=O)N1CCN(S(C)(=O)=O)CC1	-6	0	14	8	15	100	9	-1	101

2 of these compounds in another layout:
Each structure is followed by: PfM18AAP inh, IDE cell activ, UBC9 SUMO inh, IDE inh, NALP1 inh, MEKK2wt PB1 HTS, pCIP destab, MEKK2mut PB1 HTS, MEKK3 PB1 HTS
O=C(O)c1cc(-c2ccc(/C=N/Nc3ccc([N+](=O)[O-])cn3)o2)ccc1Cl
→ 11, 4, 6, ·, -11, 102, 4, -5, 108
COC(=O)CCCN=C1SCCN1Cc1ccccc1
→ -12, 3, 4, -2, 13, 96, -6, -2, 99

Next part:
canonical_smiles	PfM18AAP inh	IDE cell activ	UBC9 SUMO inh	IDE inh	NALP1 inh	MEKK2wt PB1 HTS	pCIP destab	MEKK2mut PB1 HTS	MEKK3 PB1 HTS
CCOC(=O)c1nc(C)nc(Sc2n[nH]c(-c3ccc(C(C)(C)C)cc3)n2)c1C	-3	0	-9	7	3	98	0	3	99
COc1ccc2c(c1OC)C(=O)N(c1nc(SC)n[nH]1)C2=O	-2	12	0	0	-40	106	-5	3	103
CC(C)(C)c1cc(NC(=O)c2c(F)cccc2Cl)n(-c2ccccc2)n1	4	1	4	-1	17	96	-10	-1	100
CC1CCc2c(sc(NC(=O)CCC(=O)O)c2C(=O)NC2CC2)C1 (stereo not given)	41*	-1	20	-2	12	104	-14	7	104
CCN(CC)CCNC(=O)c1cn(CCOC)c(=O)c2c1c1ccccc1n2C	3	2	23	-3	13	112	-6	11	102

Some of the compounds tested; rates above refer to the full screens.
